# Screening data from PubChem BioAssay.
# RBX1-CUL1 inh: inhibitors of human ROC1-CUL1 ubiquitin ligase activity; P62877+Q13616; in vitro K48 di-Ub FRET, acceptor:donor ratio, 45 min; inhibition, % at 10 µM; actives 0.6% (n = 140,000); in the data active = inhibition above about 25%
# Target sequence (P62877 whole entry, looked up): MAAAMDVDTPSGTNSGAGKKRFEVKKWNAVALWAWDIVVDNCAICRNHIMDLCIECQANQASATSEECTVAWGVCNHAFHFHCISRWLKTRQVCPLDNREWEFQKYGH
# Target sequence (Q13616 whole entry, looked up): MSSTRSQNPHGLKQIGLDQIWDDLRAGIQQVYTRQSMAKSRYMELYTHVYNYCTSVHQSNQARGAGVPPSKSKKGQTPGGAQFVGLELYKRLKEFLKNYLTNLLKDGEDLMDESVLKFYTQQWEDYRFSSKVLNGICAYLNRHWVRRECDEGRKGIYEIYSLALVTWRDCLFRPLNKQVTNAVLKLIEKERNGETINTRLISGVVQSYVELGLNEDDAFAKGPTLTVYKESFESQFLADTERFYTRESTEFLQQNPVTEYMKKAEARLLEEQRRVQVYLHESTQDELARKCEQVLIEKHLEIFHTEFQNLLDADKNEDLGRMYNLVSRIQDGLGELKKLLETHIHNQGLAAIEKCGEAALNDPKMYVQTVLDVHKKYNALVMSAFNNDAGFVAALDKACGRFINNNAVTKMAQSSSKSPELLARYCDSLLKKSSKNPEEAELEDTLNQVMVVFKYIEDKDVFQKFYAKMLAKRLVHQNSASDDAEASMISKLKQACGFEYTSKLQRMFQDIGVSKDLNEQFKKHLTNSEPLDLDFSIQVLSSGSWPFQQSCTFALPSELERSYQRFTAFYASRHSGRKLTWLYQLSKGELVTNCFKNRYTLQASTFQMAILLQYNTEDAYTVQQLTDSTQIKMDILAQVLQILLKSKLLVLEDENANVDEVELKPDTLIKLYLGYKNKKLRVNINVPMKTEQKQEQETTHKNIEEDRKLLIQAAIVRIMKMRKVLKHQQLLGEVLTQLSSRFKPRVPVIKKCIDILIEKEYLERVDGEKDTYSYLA
# The depositor's hits bear a star. Some of the compounds tested (hit frequency here may not be typical).
item	SMILES	RBX1-CUL1 inh
1	O=C(N/N=C/c1ccccc1Br)c1ccc(Br)s1	-0.6
2	COC(=O)c1ccc(OC)c(Cn2ncc(N3CCC(CN)C3)cc2=O)c1 (stereo unspecified)	19.8
3	COc1ccc(OCc2nnc(SCC(=O)N(c3ccccc3)c3ccccc3)n2C)cc1	0.0
4	Cc1ccccc1C(=O)Oc1ccc(C(=S)N2CCCC2)cc1	-6.1
5	CCOc1nc(NC(=O)NS(=O)(=O)Oc2cccc(F)c2)nc(-c2ccccc2)n1	-8.5
6	CCn1c(=N)c(C(=O)NCc2ccccc2)cc2c(=O)n3cccc(C)c3nc21	2.4
7	CCc1ccccc1NC(=O)C(=O)NCCc1sc(-c2cccc(F)c2)nc1C	6.2
8	Cc1ccc(NC(=O)C(c2ccccc2)N2Cc3ccccc3C2=O)cc1Cl (stereo unspecified)	-1.7
9	Cc1ccc(NC(=O)CCC(=O)Nc2ccc(C)cc2C)c(C)c1	-3.7
10	O=C(COc1ccccc1-c1cnn(-c2ccccc2)c1)N/N=C/c1cc2ccccc2nc1Cl	2.7
11	COc1ccc(NC(=O)c2cc(S(=O)(=O)N3CCCCCC3)cn2C)cc1Cl	-0.4
12	CC1CS(=O)(=O)C2CCC(F)CC12 (stereo unspecified)	-3.4
13	CCOc1ccccc1CNC(=O)c1ccc2nc(Cc3ccc(OC)cc3)oc2c1	-5.6
14	CC(=O)OCCN1CCN(C2Cc3ccc(F)cc3Sc3ccc(C(C)C)cc32)CC1 (stereo unspecified)	1.5
15	CC1=C(c2ccccc2)C(=S)NC(C)(C)C1	5.8
16	CCOC(=O)CN(C)c1ccc(-c2nc(-c3ccccc3C)no2)cn1	2.3
17	COc1cccc(C(c2c(C)[nH]c3ccccc23)c2c(C)[nH]c3ccccc23)c1	-8.6
18	COc1ccc(C)cc1NC(=O)Nc1cc(C(=O)NCc2ccc(C)cc2)ccc1N1CCCC1	7.1
19	CCOc1ccc(Nc2nc(C)c(NC(=O)c3cccc(OC)c3)c(Nc3ccc(OCC)cc3)n2)cc1	1.6
20	COc1ccc(CC(=O)N(C)CC2CCCN(CCc3ccccc3OC)C2)cc1 (stereo unspecified)	4.0
21	COc1ccc(/C=C/C(=O)Nc2ccc3nc(N4CCC(C)CC4)cc(C)c3c2)cc1	-5.5
22	CCOC(=O)C1C=C(c2ccccc2)C=CN=C1N(CC)CC (stereo unspecified)	-2.5
23	CCOc1ccc2oc(=O)cc(CN3CCN(Cc4ccc(C)cc4)CC3)c2c1	-4.2
24	Cc1ccc(C)c(S(=O)(=O)NCCOc2nc(N(C)C)nc(N(C)C)n2)c1	9.8
25	CCN(C(=O)CCNC(=O)Cn1cnc2ccccc2c1=O)c1cccc(Cl)c1	5.4
26	CCCOC(=O)c1c(-c2ccccc2)c(-c2ccccc2)nn(C)c1=O	-4.7
27	CC1(C)CCc2nc3sc4c(=O)oc(-c5ccccc5)nc4c3cc2C1	0.4
28	COC(OC)C(=O)c1ccccc1NC(C)=O	-9.9
29	O=C(Nc1cccc(NC(=O)c2ccccc2)n1)c1ccccc1	-5.7
30	CN(C)C(=O)CCC(=O)N1CCCC(CCc2cccc(C(F)(F)F)c2)C1 (stereo unspecified)	4.1
31	CCc1ccc(NCc2cc3cc4c(cc3n(CC(=O)Nc3ccccc3OC)c2=O)OCCO4)cc1	1.6
32	COc1cc(NC(=O)c2ccc(-n3cnc4cccnc43)cc2)cc(OC)c1	0.0
33	O=C(c1ccc(CS(=O)(=O)c2ccc(Br)cc2)o1)N1CCN(c2ccc(F)cc2)CC1	3.1
34	COc1ccc(OCC(=O)N2CCCC(CCC(=O)NC3CC3)C2)cc1 (stereo unspecified)	-3.5
35	Cc1ccc(CNC(=O)CCSCCC(=O)NCc2ccc(C)cc2)cc1	6.8
36	CCc1cccc(C)c1NC(=O)CSc1nc2ccccc2nc1Cc1ccccc1	-11.3
37	O=S(=O)(Nc1cccc(N2CCC(NCC3OCCc4ccccc43)CC2)c1)c1ccc(F)cc1 (stereo unspecified)	5.7
38	CCN(CC)c1ccc(N=c2ssc3c2-c2cc(C)ccc2NC3(C)C)cc1	11.5
39	Cc1ccc(N=C2NC(=O)/C(=C/c3ccccc3OCC#N)S2)cc1Cl	-0.4
40	CN(CCc1ccccc1)C(=O)c1coc(COc2ccc(F)cc2)n1	5.1

# The list goes on, overlapping the part above by 6 compounds.
item	SMILES	RBX1-CUL1 inh
35	Cc1ccc(CNC(=O)CCSCCC(=O)NCc2ccc(C)cc2)cc1	6.8
36	CCc1cccc(C)c1NC(=O)CSc1nc2ccccc2nc1Cc1ccccc1	-11.3
37	O=S(=O)(Nc1cccc(N2CCC(NCC3OCCc4ccccc43)CC2)c1)c1ccc(F)cc1 (stereo unspecified)	5.7
38	CCN(CC)c1ccc(N=c2ssc3c2-c2cc(C)ccc2NC3(C)C)cc1	11.5
39	Cc1ccc(N=C2NC(=O)/C(=C/c3ccccc3OCC#N)S2)cc1Cl	-0.4
40	CN(CCc1ccccc1)C(=O)c1coc(COc2ccc(F)cc2)n1	5.1
41	COC(=O)C(NC(=O)c1ccccc1Cl)(Nc1ccc(C)cn1)C(F)(F)F (stereo unspecified)	-0.5
42	CCc1ccc(OC/C=C/CN2CCOCC2)cc1	11.7
43	Cc1cc(C(=O)N2CCN(c3cccc(C)c3C)CC2)cs1	7.4
44	Cc1cccc(Oc2ccc(NC(=O)c3ccco3)cc2)c1C	7.1
45	O=C(NCCc1ccccc1)c1cnccn1	-9.7
46	COc1cccc(Nc2nc3cc(Cl)c(Cl)cc3nc2-n2nc(C)cc2C)c1	3.6
47	O=C(NCCc1ccccc1)c1ccc(NS(=O)(=O)c2cccc(Cl)c2)cc1	4.8
48	CCOC(=O)c1c(-c2ccccc2)csc1NC(=O)c1ccccc1	-0.9
49	NC(=O)COc1ccc2c(=O)c(-c3ccccc3)coc2c1	-1.5
50	CCOc1cc(CN2CCC(C(Cc3ccccc3Cl)N(C)C(=O)c3ccco3)CC2)ccc1O (stereo unspecified)	6.5
51	CCCCn1c(=O)c2c(nc3n(-c4ccccc4O)c(C)cn23)n(C)c1=O	15.0
52	COCCOc1cccc(NC(=O)c2ccco2)c1	5.3
53	O=C(Cc1cccs1)Nc1ccccc1	-3.0
54	COC(=O)c1c(-c2ccccc2)csc1NC(=O)c1c(-c2ccccc2Cl)noc1C	2.3
55	O=C(NNS(=O)(=O)c1ccccc1[N+](=O)[O-])c1ccccc1[N+](=O)[O-]	-2.0
56	COC(=O)[C@@H](NC(=O)CCC1(Cc2ccc(F)cc2)CCC(=O)N1)c1ccccc1 (stereo partly specified)	17.7
57	Cc1ccc(C)c(NC(=O)c2ccccc2Br)c1	-7.4
58	COc1ccc(-n2nc(C(=O)Nc3ccc(Cl)cn3)c3c4ccccc4n(C)c3c2=O)cc1	5.1
59	O=C1CCN(C(=O)c2ccc3oc(Cc4ccc(Cl)cc4)nc3c2)CCN1	2.6
60	COc1cc(OC)c(NC(=O)n2ncc3cc(Cl)ccc32)cc1Cl	2.6
61	O=C(Nc1ccc(Cl)cc1)C1CCN(S(=O)(=O)c2ccc(Br)s2)CC1	-3.8
62	Clc1ccc(CNCC2CCNCC2)cc1	-14.0
63	Cc1cc(F)ccc1NC(=O)c1sc2nc(-c3ccc4c(c3)OCO4)ccc2c1N	-6.7
64	COCCOc1ccccc1C(=O)Nc1ccc(C)c(C)c1	4.6
65	CCC1CN(Cc2cc(OC)c3c(c2)OCO3)Cc2cc(OC)ccc2O1 (stereo unspecified)	-8.4
66	CCOC(=O)c1cccc(NC(=O)c2ccc3nc(C(C)C)oc3c2)c1	4.2
67	COc1ccc(C(=O)NCc2nnc(SCC(=O)Nc3ccc(F)cc3)n2-c2ccccc2)cc1	-4.3
68	CCN(CC)Cc1cc2ccccc2c2c1COC2	3.7
69	COc1ccc(-c2cc(C(F)(F)F)n3nc(C(=O)N=C4C(=O)N(c5ccccc5)N(C)C4C)cc3n2)cc1 (stereo unspecified)	2.1
70	O=C(Oc1c(Br)cc(Br)c2cccnc12)N1CCOCC1	-6.7
71	Cc1cccn2c(=O)c3cc(C(=O)NCc4ccco4)n(C)c3nc12	7.0
72	CCOCCCNC(=O)c1ccc(OC2CCN(C(=O)COC)CC2)cc1	2.3

# Arranged by value in RBX1-CUL1 inh (high to low): some entries from above
item	SMILES	RBX1-CUL1 inh
66	CCOC(=O)c1cccc(NC(=O)c2ccc3nc(C(C)C)oc3c2)c1	4.2
60	COc1cc(OC)c(NC(=O)n2ncc3cc(Cl)ccc32)cc1Cl	2.6
12	CC1CS(=O)(=O)C2CCC(F)CC12 (stereo unspecified)	-3.4

# Next part:
item	SMILES	RBX1-CUL1 inh
73	Nc1c(C(=O)Nc2cccc(C(F)(F)F)c2)sc2nc(C34CC5CC(CC(C5)C3)C4)ccc12	-4.3
74	O=C(CCC(F)(F)F)N1CCCC(CCc2c(F)cccc2F)C1 (stereo unspecified)	6.4
75	Cc1ccc(-n2nc(C)c3c(C(=O)NCCc4ccccc4)cc(C)nc32)cc1	-4.1
76	Cc1cccc(C(=O)N2CCN(S(=O)(=O)c3ccc(F)cc3)CC2)c1	-0.3
77	O=C(Nc1ccccc1)N1CCN(C(=O)Nc2ccccc2)CC1	-3.0
78	CC1(C)CC(=O)C2C(=NC(SCc3ccccc3)=C(C#N)C2c2ccc(Cl)cc2)C1 (stereo unspecified)	1.3
79	COc1cccc(CNC(=O)c2cc(-c3ccc(Cl)s3)nc3ccccc23)c1	-1.2
80	CC1CCc2c(sc(NC(=O)c3ccc(O)cc3)c2C(N)=O)C1 (stereo unspecified)	-10.3
81	COc1ccccc1NC(=O)C1C(C)=Nc2nc3ccccc3n2C1c1cccc(Br)c1 (stereo unspecified)	-7.6
82	Cc1cccc(NC(=O)c2sc3ncccc3c2N)c1C	10.4
83	CCc1nnc(NC(=O)CSC(=S)N2CCOCC2)s1	10.8
84	CCN(CC)S(=O)(=O)c1ccc2c(c1)c(=O)c(C(=O)NCc1ccccc1)cn2C	1.4
85	CCc1ccc(-n2nc3ccc(NC(=O)c4cc(Cl)c(OC)c(Cl)c4)cc3n2)cc1	-4.2
86	N#CC(C#N)=C1C=C(c2ccccc2)Sc2ccccc21	-2.7
87	COCCOC(=O)C1=C(C)N=C2SCCC(=O)N2C1c1ccc(OC)c(OC)c1 (stereo unspecified)	4.5
88	COc1ccc2c(c1)C1C(=CC(=O)N=C1c1ccccc1)O2 (stereo unspecified)	3.7
89	Cc1cccc(CNC(=O)Cn2ccc3cc(S(=O)(=O)N4CCC(C)CC4)ccc32)c1	-9.3
90	COCC(=O)Nc1cc(C(=O)N[C@H](C)c2ccc(OC)cc2)cc2nc(-c3cccnc3)n(C)c12	-5.6
91	O=C1Oc2ccccc2C(=O)C1C(=O)c1ccccc1Cl (stereo unspecified)	-5.0
92	COC(=O)C1CCN(CC(O)COc2cccc(CN(C)Cc3ccn[nH]3)c2)CC1 (stereo unspecified)	-2.9
93	COc1ccc(NC(=O)CSc2nc(-c3ccc4c(c3)OCO4)ccc2C#N)cc1OC	15.3
94	COCCNC(=O)c1cnn(-c2ccc(C)cc2C)c1C1CCN(C(=O)OC(C)(C)C)CC1	4.1
95	CC(=O)Nc1cccc(S(C)(=O)=O)c1	8.7
96	CC(C)(C)c1ccccc1OCCN1CCCC1	8.2
97	COc1cc(NC(=O)N2CCN(c3ncccn3)CC2)cc(OC)c1	-1.6
98	O=C(c1ccc2ccccc2c1)N1CCN(Cc2ccc(F)cc2)CC1	1.8
99	Cc1c(C(=O)Nc2ccc(C(C)(C)C)cc2)cnn1-c1ccccc1	4.8
100	Cc1cccc(C(=O)n2nc(C)c(S(=O)(=O)N3CCOCC3)c2C)c1	8.7
101	Cc1ccc(C)c(N(C)C(=O)C2CCN(S(=O)(=O)c3cccc4nsnc34)CC2)c1	1.2
102	COc1ccc(CNCc2ccc(C)cc2)c(OC)c1OC	-1.7
103	O=C(Nc1ccnn1C1CCN(Cc2cccnc2)CC1)C1CCCC1	6.7
104	CCCCn1c(C2CC(=O)N(c3ccc(OCC)cc3)C2)nc2ccccc21 (stereo unspecified)	-3.5
105	CCN1CCN(CCCNC(=O)c2ccc3nc(Cc4ccc(OC)cc4)oc3c2)CC1	2.1
106	CC1CCC(NC(=O)c2ccc3c(c2)N(Cc2cccc(Cl)c2)C(=O)c2ccccc2S3(=O)=O)CC1 (stereo unspecified)	-5.4
107	S=c1[nH]nc(CN2CCSCC2)n1-c1ccccc1Cl	1.7
108	COC(=O)CC1C(=O)NCCN1Cc1nc(-c2cccs2)oc1C (stereo unspecified)	-1.4
109	COc1ccc(C(N)=O)cc1NC(=O)CC(O)(C(F)(F)F)C(F)(F)F	6.9
110	Nc1nc(Nc2ccccc2)ns1	-6.8
111	COc1ccc(N=CC2C(=O)NC(=S)N(c3ccc(Cl)c(Cl)c3)C2=O)cc1 (stereo unspecified)	3.0
112	Cc1cccc(C)c1OCC(=O)NCc1ccc(C(=O)O)cc1	7.7
113	CCOc1ccc(CCNC(=O)Cn2ncc3c([nH]c4ccccc43)c2=O)cc1OCC	3.5
114	Cc1ccccc1CNS(=O)(=O)Cc1ccccc1	5.5
115	Cc1nn(-c2ccccc2)c2nc(C3CC3)cc(C(=O)Nc3cccc(F)c3)c12	-8.4
116	CN1CCN(C2Cc3ccccc3Sc3cccc(C4CC4)c32)CC1 (stereo unspecified)	-6.4
117	Cc1cccc2c1OC(=O)C(C(c1ccc(Cl)cc1)C1C(=O)Oc3c(C)cccc3C1=O)C2=O (stereo unspecified)	78.3*
118	O=C(Nc1ccc(Br)c2cccnc12)c1cc(F)c(F)cc1Cl	4.1
119	O=c1[nH]c(CN2CCN(c3ccc(Cl)cc3)CC2)nc2ccccc12	5.8
120	CC1CCCC(C)N1S(=O)(=O)c1cccc(C(F)(F)F)c1 (stereo unspecified)	-1.6
121	Cc1cc(C)[n+]2n1C(=O)C(c1ccccc1)=C2[O-]	-2.5
122	COc1ccc2cc(-c3nc(-c4ccc(N(C)C)cc4)no3)c(=O)oc2c1	-10.3
123	COc1ccc(OCc2nnc(SCC(=O)Nc3ccccc3Cl)n2C)cc1	0.2
124	CCCNC(=O)c1nnn(-c2ccc(OC)c(Cl)c2)c1C	-10.4
125	COc1ccc(-c2cc3ccc(O)c(CN4CCC(C)CC4)c3oc2=O)cc1	-5.7
126	COc1cccc(CNC(=O)c2cc(C)nc3c2c(C)nn3-c2cccc(F)c2)c1	-4.3
